Screening results: PubChem, several laboratories
Scp-1 inhibitor = inhibitors of human Scp-1 phosphatase. inhibition, % at 20 µM. Recombinant Scp1, phosphopeptide, malachite green phosphate absorbance. 340,000 compounds, 0.88% hits;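 active = inhibition above about 50% at 20 µM, limit read from the data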;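 also: plate controls were DMSO wells with enzyme for no effect and wells lacking enzyme for full effect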
Target sequence (Q9GZU7 76-261 limits assumed): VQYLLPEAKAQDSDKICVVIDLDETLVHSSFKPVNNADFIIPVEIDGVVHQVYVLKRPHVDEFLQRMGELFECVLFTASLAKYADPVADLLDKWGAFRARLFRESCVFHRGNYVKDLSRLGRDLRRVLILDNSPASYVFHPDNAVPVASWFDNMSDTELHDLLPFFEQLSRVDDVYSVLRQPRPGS
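Test system: SCP-1 phosphatase catalytic domain, residues 76-261; measured by: colorimetric phosphate reagent with accelerator and stabiliser, absorbance at 630 nm; timing: enzyme reaction 45 min at room temperature, colour 5 min, stabilisation 30 min; also added: Phosphorylated 17-residue peptide substrate; compound dosing: one concentration, 20 µM, with 1.0% DMSO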
STEP block = STEP (human) phosphatase inhibition. recombinant STEP, OMFP fluorogenic substrate, fluorescence. AID 588621. P54829. inhibition, % at 20 µM. 360,000 compounds, 0.25% hits;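 active = inhibition at 20 µM, scaled per plate between control wells, above about 37%, limit read from the data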;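 also: 0% = DMSO with enzyme and substrate and 100% = substrate only without enzyme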
Target sequence (P54829 whole entry, looked up): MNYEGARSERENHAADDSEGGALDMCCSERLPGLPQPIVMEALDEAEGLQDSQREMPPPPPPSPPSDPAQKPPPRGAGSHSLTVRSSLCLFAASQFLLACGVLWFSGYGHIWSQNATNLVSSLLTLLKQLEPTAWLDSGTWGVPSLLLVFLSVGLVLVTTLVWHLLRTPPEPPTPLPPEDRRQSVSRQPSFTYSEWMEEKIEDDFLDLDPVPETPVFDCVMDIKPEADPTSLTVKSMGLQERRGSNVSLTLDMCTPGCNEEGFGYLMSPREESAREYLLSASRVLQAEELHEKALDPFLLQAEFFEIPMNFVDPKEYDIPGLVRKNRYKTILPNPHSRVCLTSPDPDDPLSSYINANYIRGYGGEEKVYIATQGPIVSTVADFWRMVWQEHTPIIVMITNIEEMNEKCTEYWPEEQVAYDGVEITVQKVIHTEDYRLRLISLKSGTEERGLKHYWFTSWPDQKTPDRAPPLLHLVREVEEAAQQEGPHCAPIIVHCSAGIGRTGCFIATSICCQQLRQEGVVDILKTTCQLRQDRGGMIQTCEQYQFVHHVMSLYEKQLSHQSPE
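medium = Bis-Tris buffer pH 6.0, 2.5 mM DTT, 0.005% Tween 20 | test system = STEP (striatal-enriched tyrosine phosphatase) enzyme, cell-free | measure = normalized % inhibition | compound dosing = 20 µM, 1% DMSO | also added = 25 µM OMFP | schedule = reaction 20 min, ambient temperature | measured by = fluorescence read at 480 nm ex / 540 nm em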
LMPTP block = blocks human LMPTP phosphatase; P24666; recombinant LMPTP-A, OMFP fluorogenic substrate, fluorescence intensity; inhibition, % at 20 µM; 360,000 compounds, 0.22% hits; AID 651560;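 active = compounds that cut the enzyme signal by at least half of the control window in the single-dose screen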;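 also: plate controls were DMSO wells with enzyme plus substrate for no effect and substrate without enzyme for full effect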
Target sequence (P24666 whole entry, looked up): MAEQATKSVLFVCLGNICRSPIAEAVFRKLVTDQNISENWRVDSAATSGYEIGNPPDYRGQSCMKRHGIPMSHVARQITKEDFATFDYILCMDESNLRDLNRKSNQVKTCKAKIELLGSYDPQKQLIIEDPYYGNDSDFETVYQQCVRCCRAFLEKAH
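Test system – LMPTP-A phosphatase enzyme · Quantity – 0.625 nM LMPTP-A final · Reagent – OMFP substrate, 400 µM final · Dosing – one test concentration per compound, 20 µM, with 3% DMSO overall · Timing – 50 min enzyme reaction at room temperature, protected from light · Detection – fluorescence intensity · Controls – substrate-only low control, DMSO enzyme-plus-substrate high control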
MLLE-PAM2 inh = inhibitors of microRNA-mediated deadenylation, human PABP1 MLLE binding; AID 588489; 360,000 compounds, 0.36% hits; GST-MLLE / FITC-PAM2 fluorescence polarization; inhibition, % at 20 µM; in the data active = inhibition above about 35%, passing the limit was not always enough;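 also: plate controls were DMSO wells with GST-MLLE for no effect and wells lacking GST-MLLE protein for full effect; some results filed as inactive read as strong as hits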
CSN inh = inhibitors of human CSN-mediated cullin deneddylation; Purified CSN, SCF-Nedd8-OG deneddylation, fluorescence polarization; inhibition, % at 12.5 µM; 360,000 compounds, 0.38% hits;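 active = pattern-corrected inhibition above about 35%, with an unprinted fluorescence ratio check between 0.5 and 1.5, limit read from the data, passing the limit was not always enough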;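 also: 0% = enzyme with substrate and 100% = substrate without enzyme; some results filed as inactive read as strong as hits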
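Assay system: purified human Csn5 enzyme expressed in HEK293T cells; measure: % inhibition; also added: SCFSkp2-Nedd8OG substrate at 10 nM final; technique: fluorescence polarization; times: reaction 90 min, room temperature; medium: Tris buffer pH 7.5, NaCl, DTT, Tween-20, trehalose, ovalbumin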
SUMO1 PPI mod = SUMO1-SIM interaction modulation; P63165; SUMO1 binding to a labelled peptide, TR-FRET, 1 h; inhibition, % at 20 µM; 360,000 compounds, 0.33% hits; AID 602429; in the data active = inhibition above about 37%
Target sequence (P63165 whole entry, looked up): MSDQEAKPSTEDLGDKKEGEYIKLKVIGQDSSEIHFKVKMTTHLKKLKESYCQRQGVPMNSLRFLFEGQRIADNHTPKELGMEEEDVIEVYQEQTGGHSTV
NadD inh = blocks S. aureus nicotinate mononucleotide adenylyltransferase | purified NadD enzyme, colorimetric absorbance read-out | inhibition, % at 20 µM | 360,000 compounds, 0.78% hits | AID 602399; in the data active = inhibition above about 26%; also: some compounds past the cut are filed as inactive
Tb MetRS inh = blocks T. brucei methionyl-tRNA synthetase activity; purified T. brucei MetRS, ATP depletion, Kinase-Glo luminescence; inhibition, % at 11.9 µM; 360,000 compounds, 0.4% hits;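 active = inhibition above a per-plate cutoff of the control wells' mean inhibition plus 3 SD, cut at about 5.5% in these data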;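 also: 0% = DMSO wells median and 100% = median of wells with control inhibitor compound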
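Material: parasite MetRS enzyme / Replication: singlicate, one well per compound / Signal: luminescence of leftover ATP / Schedule: 2 h aminoacylation at 25 °C after 15 min preincubation / Medium: HEPES-MgCl2-KCl buffer plus DTT, spermine, BSA, pyrophosphatase / Doses: 11.9 µM single point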
Rpn11 block = Rpn11 (human) deubiquitinase inhibition | O00487 | human 26S proteasome, Ub4-pepOG fluorescence polarization; 20S core pre-blocked with epoxomicin | calls only at 20 µM | 360,000 compounds, 0.59% hits | AID 588493;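 active = inhibition at 20 µM, scaled to each plate's controls, above about 33%, limit read from the data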
DNMT1 block = blocks human DNA methyltransferase DNMT1; DNMT1 molecular beacon, Hinp1I cleavage, fluorescence; inhibition (reported as % activation of signal), % at 10 µM; 360,000 compounds, 0.83% hits; AID 588458; in the data active = inhibition above about 50%
Starred values were filed as active, the others as inactive; i = inactive; nt = no result given.

SMILES	Scp-1 inhibitor	STEP block	LMPTP block	MLLE-PAM2 inh	CSN inh	SUMO1 PPI mod	NadD inh	Tb MetRS inh	Rpn11 block	DNMT1 block
Cc1ccc(C)c(N2CCN(S(=O)(=O)c3cn(C)cn3)CC2)c1	-6	0	-0.6	-14	-2	6	-2	-0.1	i	0
CCCc1cc(=O)[nH]c(SCC(=O)N2CCN(S(=O)(=O)c3ccc4ccccc4c3)CC2)n1	2	2	-1.5	3	-9	-2	9	-1.4	i	4
CCOc1ccc(S(=O)(=O)NCc2csc(C)n2)cc1	-1	2	-0.6	-2	5	2	-5	-0.2	i	4
CCOC(=O)C1CCN(C(=O)c2cccnc2Oc2ccc(Cl)cc2)CC1	-7	4	1.7	11	0	-3	-12	-1.0	i	0
CCn1cc(CN2CCC(C(=O)Nc3cccc(-c4cccc(Cl)c4)c3)CC2)c(C)n1	-5	6	1.5	5	2	-9	0	-0.1	i	-3
O=C(c1ccc(S(=O)(=O)NCC2CCCO2)cc1)N1CCc2ccccc21 (stereo not drawn)	3	2	-3.7	12	1	0	-1	-0.3	i	0
CCOC(=O)C1=NNC2(CC(=O)N(c3cccc(C)c3)C2=O)C1 (stereo not drawn)	-14	0	-0.6	-8	2	-4	-6	-0.5	i	1
CCCc1nnc(SCCSc2nnc(CCC)n2N)n1N	-2	-3	-0.2	7	-1	3	-1	0.1	i	1
Cc1ccc(NC(=O)COC(=O)[C@@H]2CCCN2C(=O)c2cccs2)cc1S(=O)(=O)N(C)C	3	0	-0.8	-6	-1	0	-8	1.0	i	0
COc1cccc(/C=N/n2c(C3CCCCC3)n[nH]c2=S)c1	-4	6	0.7	-46	0	0	8	-0.2	i	-1
O=C1CN=CN=CN1c1ccc(Cl)cc1Cl	0	-2	-1.1	-6	3	-1	4	0.7	i	0
Cc1ccnc(SCCn2c(N3CC(C)OC(C)C3)nc3c2c(=O)n(C)c(=O)n3C)n1 (stereo not drawn)	-2	5	-0.3	2	-1	2	0	-1.0	i	1
COc1ccc(CN2CCNC(=O)C2CC(=O)NCCc2nc(C)c(C)s2)c(OC)c1 (stereo not drawn)	-16	0	-1.5	25	-2	-3	-1	0.6	i	-2
COc1ccccc1-c1nnc(SCC(=O)NCc2cccs2)n1N	-6	-1	0.4	10	5	-1	2	0.4	i	0
COc1ccc(CCNC(=O)C2CCN(C(=O)c3ccc(Cl)cc3)CC2)cc1	-6	0	-1.5	10	2	7	-2	-1.1	i	-7
CCN(CC)S(=O)(=O)c1cccc(C(=O)OCC(=O)NCc2ccccc2OC)c1	-3	0	0.6	-3	-4	5	1	-0.4	i	0
CCCC(C)NC(=O)c1cccc(Oc2ccccc2)c1 (stereo not drawn)	3	0	1.2	-2	0	0	-3	-0.8	i	0
C=CCNC(=O)C1CC2Cn3c(nc4cc(Cl)c(Cl)cc43)C2N1C (stereo not drawn)	-5	-1	-0.8	5	-3	2	-2	-0.3	i	-1
O=C1C2C3C=CC(CC3)C2C(=O)N1c1cccc(Br)c1 (stereo not drawn)	-10	-2	-0.4	3	2	1	0	0.1	i	6
Clc1ccc(/C=N/Nc2nnc(-c3ncc[nH]3)c3ccccc23)cc1	-6	-1	-0.2	-15	-5	-1	22	-0.9	i	-2
COc1ccc(NC(=O)C2Cc3c(-c4ccc5c(c4)OCO5)ccnc3O2)cc1 (stereo not drawn)	nt	-1	-0.4	-3	0	15	2	-0.1	i	-1
COCc1cc(C)nc(N2CCOCC2)c1C#N	-3	-1	-0.6	14	1	2	5	-0.9	i	-4
COCCN(C(=O)CSc1nnc(C)n1-c1ccc(C)cc1)c1c(N)n(Cc2ccccc2)c(=O)[nH]c1=O	11	-1	-2.2	0	1	-2	-2	-0.4	i	0
Cc1ccc(C(=O)N(C)CCOc2ccccc2)cc1S(=O)(=O)N1CCCCC1	-8	1	0.0	1	-4	6	-1	-0.2	i	1
CCc1nc2ccc(C(=O)NCCNC(C)=O)cn2c1N(CCC(C)C)CCN(C)C	nt	-3	0.2	6	3	2	-1	-0.2	i	0
CC(CCc1ccco1)NC(=O)c1cccc2c1C(=O)N(C1CCCCC1)C2 (stereo not drawn)	-8	4	1.3	-1	2	2	6	-0.4	i	1
CN(Cc1nc(CC2CC2)no1)CC12CC3CC(CC(C3)C1)C2	-9	0	0.2	-10	-4	1	4	0.2	i	3
Cc1c(OCC(=O)N2CCC(C(N)=O)CC2)ccc2c3c(c(=O)oc12)CCCC3	10	3	-1.7	-2	3	4	-1	0.0	i	0
COC(=O)c1ccc(CSc2nnc(NCc3ccccc3)s2)o1	0	2	2.9	-7	-1	-2	12	-0.3	i	-2
Cc1ccc(SCc2c(-c3ccccc3)nn(C)c2Cl)cc1	-11	0	4.3	-3	-3	-3	0	-1.4	i	-2

Look-ups from the results shown:
CCCc1nnc(SCCSc2nnc(CCC)n2N)n1N in Scp-1 inhibitor shows -2
Cc1ccc(SCc2c(-c3ccccc3)nn(C)c2Cl)cc1 in NadD inh shows 0
CCOC(=O)C1=NNC2(CC(=O)N(c3cccc(C)c3)C2=O)C1 (stereo not drawn) in LMPTP block shows -0.6

New compounds follow.
SMILES	Scp-1 inhibitor	STEP block	LMPTP block	MLLE-PAM2 inh	CSN inh	SUMO1 PPI mod	NadD inh	Tb MetRS inh	Rpn11 block	DNMT1 block
C/C(=N\NC(=O)c1c(Cl)cnn1C)c1ccc(NC(=O)c2ccc(Br)o2)cc1	-9	-1	-0.2	1	-1	17	-2	0.1	i	1
Cc1ccc(-c2cc3ccccc3nc2N)cc1	-7	1	2.3	0	4	-4	-10	1.2	i	-1
O=C(COC(=O)c1cncc(Br)c1)NC12CC3CC(CC(C3)C1)C2	nt	-2	-1.2	-56	2	2	1	0.1	i	2
O=C(Nc1ccc2c(c1)CCC2)c1ncoc1-c1ccccc1F	-4	0	3.0	-10	1	6	-8	0.0	i	-2
Cc1ccc(NC(=O)CN2CCOCC2)cc1	-12	-2	0.4	-8	-2	4	-1	0.7	i	9
O=C1NC(=Nc2cccc(O)c2)S/C1=C\c1cccnc1	2	-2	14	-25	2	-28	3	1.5	i	-1
Cc1cccc(N2CCN(S(=O)(=O)c3ccc4c(c3)NC(=O)C(C)S4)CC2)c1C (stereo not drawn)	-2	-2	1.4	-13	3	6	6	-0.5	i	-2
COc1ccc(-c2cnc3c(NC(C)=O)cc(-c4cccc(C(=O)N(C)C)c4)cn23)cc1OC	nt	2	0.3	1	1	-11	1	0.8	i	-6
CCN1CCC[C@H]1CNC(=O)c1c(OC)ccc(Br)c1OC	9	3	-2.1	13	0	-1	-5	-0.9	i	1
c1coc(-c2nnc(SCc3cn4ccccc4n3)o2)c1	-2	1	-0.7	-6	2	3	-2	-0.9	i	0
Cc1ccc(C(=O)OCC(=O)NCCc2ccc(F)cc2)cc1S(=O)(=O)N1CCOCC1	-3	2	-0.2	5	4	3	3	-0.5	i	5
CN(C)c1cccc2c1c(NC(=O)Nc1ccccc1)nn2C	3	-2	-1.2	10	1	2	-3	-0.5	i	-11
O=C(c1cc(-c2cccs2)on1)N1CCc2ccccc2C1	-15	1	1.8	-6	-6	-4	-8	0.8	i	-5
Cc1cc(C(=O)N/N=C/c2ccc(Cl)c([N+](=O)[O-])c2)c(C)n1-c1ccc(F)cc1	-2	7	0.6	17	0	-7	21	-0.8	i	-13
CSc1n[nH]c(NCc2ccc(Cl)cc2)n1	-7	0	-1.0	-4	-4	3	6	0.1	i	2
COc1ccccc1CCNC(=O)CSc1ccc(-c2ccco2)nn1	-3	-1	1.0	3	-1	-4	-4	-0.6	i	-2
CCCc1nc2ccc(NC(C)=O)cc2c(=O)n1Cc1ccccc1Cl	1	-3	-0.7	-8	-7	6	-4	-0.5	i	3
O=S(=O)(c1ccccc1)N(CC1CO1)c1cc(Cl)ccc1Cl (stereo not drawn)	-3	-3	0.5	12	3	4	-12	-0.4	i	1
O=[N+]([O-])c1ccc2c(c1)c(-c1ccccc1)nc1nncn12	1	-4	-1.4	-5	-1	-13	-4	0.2	i	0
O=C(Nn1cnnc1)c1ccc(Cl)cc1[N+](=O)[O-]	1	3	-0.4	6	-4	-1	4	-1.0	i	2
COc1ccc(C2N=C(c3ccccc3)C(C)(C)N2O)cc1 (stereo not drawn)	-4	-1	-2.6	6	2	0	-2	0.1	i	1
O=C(O)c1cc(-c2ccc(Cl)cc2)n(-c2cccc(Cl)c2)n1	-7	2	-1.6	1	-1	16	3	-0.3	i	-5
COc1cc(C=O)ccc1OCCOCCOc1cc(C)ccc1Cl	-18	-3	-1.1	4	-5	-3	-5	-1.4	i	-7
Cc1cc2c(cc1S(=O)(=O)NCc1ccc(N(C)C)cc1)OCC(=O)N2	-9	-4	-0.9	2	-1	0	0	0.6	i	-2
Cc1ccccc1-n1c(O)c(/C=C/C=Nc2ccccc2)c(=O)[nH]c1=O	-6	-22	-0.4	-34	31	-38	2	-0.2	nt	32
NS(=O)(=O)c1cccc(NC(=O)c2cccc(S(=O)(=O)N3CCCCCC3)c2)c1	-12	1	-1.0	-3	5	1	0	-0.1	i	32
c1cc(-c2ccc3nncn3c2)ccc1CN1CCOCC1	nt	-1	-1.1	12	0	-11	2	0.1	i	1
CC(C)(C)C(=O)NC(=S)N1CCCC1	-11	0	-1.9	4	1	0	2	0.2	i	-2
CCCCC(c1nc2ccccc2[nH]1)n1c(=O)c(-c2ccccc2)nc2cc(C)c(C)cc21 (stereo not drawn)	nt	-1	1.0	4	-1	2	19	-1.0	i	-1
COc1ccc(NC(=O)COc2cccc3c2CCN(Cc2cccnc2)C3=O)cc1	-3	0	-1.3	0	0	-1	2	-0.2	i	-2
COC(=O)c1cc(=O)c2c(ccc3oc(=O)ccc32)[nH]1	nt	1	-1.3	6	-8	-23	2	-0.4	i	-6
CN(c1ccccc1)S(=O)(=O)c1ccc(C(=O)NCc2ccco2)cc1	1	0	0.2	16	-4	-3	-10	-0.4	i	-1
